bovine MsrA act = bovine MsrA enzyme activators, primary screen, biochemical, absorbance, HTS; Methionine sulfoxide reductase A (Bos taurus); purified bovine MsrA, absorbance read-out; activation, % at 10.6 µM; 360,000 tested, 0.3% active; in the data active = activation above about 7.5%;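 also: 0% = vehicle and 100% = reference activator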
Neddyl block = inhibitors of cullin neddylation, primary screen, biochemical, TR-FRET, uHTS, NAE and Ubc12. 360,000 tested, 0.58% active. NEDD8-conjugating enzyme Ubc12 (Homo sapiens) + NEDD8-activating enzyme E1 regulatory …. calls only at 25 µM; in the data active = inhibition above about 36%
Rin1-Abl PPI inh = inhibitors of Rin1-Abl protein binding, primary screen, biochemical, TR-FRET; Tyrosine-protein kinase ABL1 (Homo sapiens) + Ras and Rab interactor 1 (Homo sapiens), …; inhibition, % at 7.35 µM; 360,000 tested, 0.4% active; AID 588664, 2011; in the data active = inhibition above about 5%, passing the limit was not always enough
MsrA inhibitor = bovine MsrA enzyme inhibitors, primary screen, biochemical, absorbance, HTS | inhibition, % at 15.5 µM | purified bovine MsrA, absorbance read-out | 360,000 tested, 0.75% active | AID 651718, 2012; in the data active = inhibition above about 4.5%;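 also: 0% = vehicle wells with enzyme and 100% = reference inhibitor wells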
MT1-MMP act inh = blockers of MT1-MMP proenzyme processing, primary screen, HT1080 RFP-PRO-GFP cells, GFP/RFP fluorescence. Matrix metalloproteinase-14 (Homo sapiens), P50281. GFP/RFP ratio fluorescence, overnight; percent of plate control window, DMSO zero. GFP/RFP ratio change, % at 20 µM. AID 651647, 2012. 360,000 tested, 0.061% active;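 active = GFP/RFP ratio change of at least 30% with cell ATP level not reduced by more than half and red fluorescence within 50% of control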; also: strong numbers were not always called active
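Test system: HT1080 RFP-PRO-GFP cells; Benchmarks: DMSO and RFP-L50D-GFP cell wells; Timing: cells overnight before dosing, compound overnight, 37 °C, 5% CO2; Compound: one 20 µM compound dose with 1% DMSO; Read-out: GFP/RFP fluorescence ratio.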
eLon inh = inhibitors of E. coli Lon protease, primary screen, biochemical, fluorescence polarization | P0A9M0 | inhibition, % at 7.94 µM | 360,000 tested, 0.42% active | AID 602123, 2011 | purified E. coli Lon protease; in the data active = inhibition above about 13%, passing the limit was not always enough;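 also: 0% = enzyme with probe and DMSO and 100% = no enzyme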
SKN-1 inh = suppressors of acrylamide-induced Pgst-4::GFP reporter in worms, primary screen, SKN-1 inhibitor project, whole organism, uHTS, GFP/RFP fluorescence ratio, strain VP596. C. elegans VP596 Pgst-4::GFP/RFP ratio, 24 h. 360,000 tested, 0.49% active. AID 624304, 2012. inhibition, % at 21.8 µM;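 active = interference check ratio from 0.5 to 1.5 plus GFP to RFP signal ratio inhibition reaching or exceeding a fixed threshold, cut at about 30% in these data, passing the limit was not always enough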; also: some compounds called inactive have numbers as strong as hits
FAS-TE inh = FAS thioesterase domain inhibitors, primary screen, biochemical, fluorescence intensity, uHTS. recombinant FAS-TE, OMFH fluorogenic substrate, fluorescence endpoint. inhibition, % at 15 µM. 360,000 tested, 0.67% active. AID 602261, 2012;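 active = compounds whose normalised, plate-corrected inhibition of enzyme fluorescence in the single-dose primary screen is 50% or more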;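 also: 0% = DMSO with enzyme and 100% = substrate without enzyme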
Target sequence (P49327 whole entry, looked up, the tested form may be a part): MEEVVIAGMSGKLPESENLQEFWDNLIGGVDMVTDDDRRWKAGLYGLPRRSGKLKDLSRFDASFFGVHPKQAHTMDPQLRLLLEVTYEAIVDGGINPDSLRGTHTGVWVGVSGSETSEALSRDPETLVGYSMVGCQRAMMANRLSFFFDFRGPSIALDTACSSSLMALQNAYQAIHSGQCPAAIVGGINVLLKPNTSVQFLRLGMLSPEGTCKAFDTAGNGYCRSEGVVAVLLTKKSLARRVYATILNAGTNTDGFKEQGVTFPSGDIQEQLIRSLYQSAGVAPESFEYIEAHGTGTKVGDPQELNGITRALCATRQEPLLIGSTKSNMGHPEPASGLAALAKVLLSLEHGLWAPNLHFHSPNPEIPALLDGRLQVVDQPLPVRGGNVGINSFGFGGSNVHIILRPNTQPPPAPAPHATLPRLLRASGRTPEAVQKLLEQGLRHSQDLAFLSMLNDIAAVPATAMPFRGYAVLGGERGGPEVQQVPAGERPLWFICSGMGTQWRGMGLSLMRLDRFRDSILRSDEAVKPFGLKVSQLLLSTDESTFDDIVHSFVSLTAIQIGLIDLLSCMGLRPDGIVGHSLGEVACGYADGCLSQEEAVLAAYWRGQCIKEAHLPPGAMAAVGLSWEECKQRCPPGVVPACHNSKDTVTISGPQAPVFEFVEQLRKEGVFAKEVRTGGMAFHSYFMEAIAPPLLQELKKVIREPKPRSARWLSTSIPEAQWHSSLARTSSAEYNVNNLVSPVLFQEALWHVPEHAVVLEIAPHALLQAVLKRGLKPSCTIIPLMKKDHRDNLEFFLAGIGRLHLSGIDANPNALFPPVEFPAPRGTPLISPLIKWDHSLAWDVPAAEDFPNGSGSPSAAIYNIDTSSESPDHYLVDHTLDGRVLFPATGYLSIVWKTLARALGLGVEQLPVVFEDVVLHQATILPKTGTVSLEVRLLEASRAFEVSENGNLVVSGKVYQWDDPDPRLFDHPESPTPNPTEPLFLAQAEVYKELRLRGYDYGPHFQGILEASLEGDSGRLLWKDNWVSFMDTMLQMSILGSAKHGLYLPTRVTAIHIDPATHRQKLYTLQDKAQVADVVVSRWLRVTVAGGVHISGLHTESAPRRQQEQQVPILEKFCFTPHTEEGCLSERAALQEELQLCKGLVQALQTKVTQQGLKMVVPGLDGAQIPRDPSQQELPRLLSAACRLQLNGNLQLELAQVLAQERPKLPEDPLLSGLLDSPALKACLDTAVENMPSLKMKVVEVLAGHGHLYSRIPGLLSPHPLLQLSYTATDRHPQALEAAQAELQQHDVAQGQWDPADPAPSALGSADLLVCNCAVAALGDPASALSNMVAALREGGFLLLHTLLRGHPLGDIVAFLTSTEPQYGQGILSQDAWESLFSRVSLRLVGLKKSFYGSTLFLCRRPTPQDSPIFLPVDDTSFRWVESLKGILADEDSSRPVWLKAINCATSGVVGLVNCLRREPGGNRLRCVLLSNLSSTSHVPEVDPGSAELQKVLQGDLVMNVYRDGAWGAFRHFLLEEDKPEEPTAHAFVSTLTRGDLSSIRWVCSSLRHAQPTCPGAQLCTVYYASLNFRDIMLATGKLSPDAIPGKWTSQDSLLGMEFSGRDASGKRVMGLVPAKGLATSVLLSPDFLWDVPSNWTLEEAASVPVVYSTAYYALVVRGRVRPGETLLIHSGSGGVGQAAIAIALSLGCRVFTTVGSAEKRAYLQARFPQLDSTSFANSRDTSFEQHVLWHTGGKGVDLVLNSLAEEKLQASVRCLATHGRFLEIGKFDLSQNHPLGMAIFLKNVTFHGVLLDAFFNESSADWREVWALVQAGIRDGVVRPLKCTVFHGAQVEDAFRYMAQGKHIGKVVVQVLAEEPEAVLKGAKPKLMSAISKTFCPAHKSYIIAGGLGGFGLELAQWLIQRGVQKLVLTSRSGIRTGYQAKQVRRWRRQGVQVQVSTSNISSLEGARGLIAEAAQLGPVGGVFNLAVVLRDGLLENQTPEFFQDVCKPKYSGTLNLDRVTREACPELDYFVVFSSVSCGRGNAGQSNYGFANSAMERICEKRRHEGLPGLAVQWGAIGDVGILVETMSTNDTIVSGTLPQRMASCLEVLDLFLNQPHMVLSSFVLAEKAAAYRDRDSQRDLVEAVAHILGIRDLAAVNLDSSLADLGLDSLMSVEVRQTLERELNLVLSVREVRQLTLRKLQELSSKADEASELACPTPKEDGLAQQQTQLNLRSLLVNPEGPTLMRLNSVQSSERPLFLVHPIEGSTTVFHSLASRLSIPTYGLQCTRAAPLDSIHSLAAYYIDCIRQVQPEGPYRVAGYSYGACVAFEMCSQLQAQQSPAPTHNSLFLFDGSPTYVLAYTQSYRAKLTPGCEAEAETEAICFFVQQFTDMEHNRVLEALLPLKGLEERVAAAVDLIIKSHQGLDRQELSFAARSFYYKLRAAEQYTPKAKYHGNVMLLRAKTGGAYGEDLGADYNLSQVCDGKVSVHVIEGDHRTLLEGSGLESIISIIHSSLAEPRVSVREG
NRP1-CendR mod = modulators of CendR peptide binding to NRP-1, primary screen, biochemical, fluorescence polarization, uHTS; Neuropilin-1 (Homo sapiens), O14786; FAM-RPARPAR peptide binding to NRP-1; inhibition, % at 25 µM; 360,000 tested, 0.85% active; AID 602438, 2012;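 active = inhibition or corrected inhibition above about 18%, plus a signal ratio from 0.5 to 1.5, limit read from the data, passing the limit was not always enough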; also: strong numbers were not always called active
Numbers without * were called inactive; i = inactive; / = no result given. Outcome played no part in choosing rows; any-hit rate near 4.2%.

SMILES	bovine MsrA act	Neddyl block	Rin1-Abl PPI inh	MsrA inhibitor	MT1-MMP act inh	eLon inh	SKN-1 inh	FAS-TE inh	NRP1-CendR mod
Cc1cccc(N2CCN(C(=O)COc3ccc4ccc(=O)oc4c3)CC2)c1C	-3	i	-1	1.2	1	1	10	70*	-2
COc1ccc(OC)c(NC(=O)c2nnn(Cc3ccccc3C)c2N)c1	0	i	0	-0.1	1	0	13	26	-11
O=C(CSc1nnc(Cc2cc(=O)[nH]c(=O)[nH]2)n1-c1ccccc1)N1CCCCC1	-1	i	0	0.5	-1	5	-13	-5	3
O=C(NCC1CCCO1)c1cc([N+](=O)[O-])ccc1Cl (configuration not stated)	-1	i	-2	-1.0	1	2	0	-3	3
CCCCCC(=O)NNC1CC(=O)N(c2cccc(OCC)c2)C1=O (configuration not stated)	-3	i	1	0.3	-3	2	1	1	-3
CN(C(=O)CSc1nnc(-c2ccccc2F)o1)c1ccccc1	-5	i	1	-0.1	2	-2	13	-3	-6
CCc1noc(C)c1C(=O)Nc1ncc(C)s1	-2	i	2	2.0	2	-3	19	-7	-1
COc1cccc(CC(=O)NC2CCCN(Cc3ccccc3F)C2)c1 (configuration not stated)	-1	i	2	2.0	3	-3	3	-1	-3
CCN(C(=O)CSc1cc(C)c2cccc(C)c2n1)C1CCS(=O)(=O)C1 (configuration not stated)	-3	i	3	1.7	4	-5	0	-3	-2
COc1ccc(NS(=O)(=O)c2ccc(NC(=O)c3ccccc3)cc2)nn1	-4	i	2	2.6	4	9	5	-6	15
CC(=O)Nc1cccc(C(=O)NNC(=O)c2ccccc2-n2cccc2)c1	-2	i	6	0.8	-1	-4	5	-9	6
COc1ccc(NCC(=O)N/N=C/C=C\c2ccccc2)cc1	-8	i	4	0.6	5	5	-3	-1	-6
CCOc1ccc(C(=O)Nc2c3c(nn2-c2ccc(C)cc2)CS(=O)C3)cc1OCC (configuration not stated)	-6	i	3	0.7	3	-4	4	-6	2
COc1cccc(/C=C/C(=O)OCC(=O)NC2CCCC2)c1	-6	i	-1	0.4	3	-7	-14	-3	-175
O=C(Cc1ccccc1)Nc1cccc(N2CCCC2)c1	-5	i	0	0.8	4	-12	17	-4	-13
Cc1cc(C(=O)CCC(=O)Nc2ncccc2O)c(C)s1	-1	i	1	1.4	4	-4	9	-5	-10
CCNC(=O)CC1C(=O)N(c2ccccc2)C(=O)N1CCOC (configuration not stated)	-3	i	3	0.8	6	-6	2	-7	6
O=C(Cc1ccc(Cl)cc1Cl)NCc1cccnc1	-2	i	3	-0.8	1	-6	14	-4	-10
Cc1cc(C)cc(C(=O)/C=C2\NC(=O)CS2)c1	-15	i	2	5.3*	4	-8	-7	-5	0
CCN(CC)C(=O)c1ccc(Oc2ccc([N+](=O)[O-])cc2Cl)cc1	-4	i	0	0.5	-2	5	4	12	4

Six compounds drawn at random from the list so far, as already listed:
SMILES	bovine MsrA act	Neddyl block	Rin1-Abl PPI inh	MsrA inhibitor	MT1-MMP act inh	eLon inh	SKN-1 inh	FAS-TE inh	NRP1-CendR mod
Cc1cc(C)cc(C(=O)/C=C2\NC(=O)CS2)c1	-15	i	2	5.3*	4	-8	-7	-5	0
COc1ccc(OC)c(NC(=O)c2nnn(Cc3ccccc3C)c2N)c1	0	i	0	-0.1	1	0	13	26	-11
CN(C(=O)CSc1nnc(-c2ccccc2F)o1)c1ccccc1	-5	i	1	-0.1	2	-2	13	-3	-6
COc1cccc(CC(=O)NC2CCCN(Cc3ccccc3F)C2)c1 (configuration not stated)	-1	i	2	2.0	3	-3	3	-1	-3
CC(=O)Nc1cccc(C(=O)NNC(=O)c2ccccc2-n2cccc2)c1	-2	i	6	0.8	-1	-4	5	-9	6
Cc1cccc(N2CCN(C(=O)COc3ccc4ccc(=O)oc4c3)CC2)c1C	-3	i	-1	1.2	1	1	10	70*	-2

(next part)
SMILES	bovine MsrA act	Neddyl block	Rin1-Abl PPI inh	MsrA inhibitor	MT1-MMP act inh	eLon inh	SKN-1 inh	FAS-TE inh	NRP1-CendR mod
Cc1cc(C(=O)NNC(=O)CCC2CCCCC2)c(C)o1	-3	i	-1	0.8	-2	-2	9	-1	3
CCCC(C(=O)NCCc1ccc(S(N)(=O)=O)cc1)c1ccccc1 (configuration not stated)	-1	i	1	0.6	1	8	-9	-6	4
Cc1nc(N2CCCCC2)c2sc(=S)n(C)c2n1	-2	i	-1	0.1	3	7	2	23	-7
CC(C)N(Cc1cc2ccccc2[nH]c1=O)C(=O)c1cccc([N+](=O)[O-])c1	-9	i	0	1.4	-2	0	2	0	-12
O=C(NCCN1CCN(C(=O)c2cccc([N+](=O)[O-])c2)CC1)C(=O)NCc1ccc(Cl)cc1	-1	i	-2	-0.1	4	-2	-4	-3	8
CCn1c(=O)c(C(=O)NCCCc2ccccc2)c(O)c2ccccc21	4	i	-2	1.2	4	-10	9	25	4
COc1ccc(CC(C)CC(=O)Nc2ccc(OC)cc2)cc1 (configuration not stated)	-8	i	1	-1.3	5	-17	-2	0	0
CCn1c(=O)c2ccccc2n(Cc2cccc([N+](=O)[O-])c2)c1=O	-4	i	-2	0.3	2	-1	-6	38	6
Cc1ccc(NC(=O)CCC(=O)N2CCOc3ccccc32)c(Cl)c1	0	i	0	0.1	5	-3	0	4	2
COC(=O)C1CCN(c2nc3ccccc3nc2C(C#N)C(=O)NCCc2ccccc2)CC1 (configuration not stated)	0	i	4	0.8	-3	-2	-14	18	11
Cn1c(NC(=O)CCc2ccccc2)cc(=O)n(C)c1=O	-3	i	1	-0.3	-1	-5	6	-5	-7
COc1c(O)ccc(C2NC(=O)NC(C)=C2C(=O)Nc2ccccc2C)c1[N+](=O)[O-] (configuration not stated)	-3	i	0	0.2	-2	-3	-2	0	11
O=C(CN(c1ccccc1)S(=O)(=O)c1ccc(Cl)cc1)Nc1cccnc1	-1	i	-1	-0.1	0	-4	-3	2	0
COc1ccc(-n2nnnc2C(c2cccc(OC)c2OC)N2CCN(C/C=C/c3ccccc3)CC2)cc1 (configuration not stated)	-10	i	-1	-1.0	3	-1	11	21	-2
O=C(c1cc2c(s1)-c1ccccc1OC2)N1CCN(c2ccccn2)CC1	-3	/	-4	0.4	1	2	9	14	-5
O=S(=O)(NCc1ccccc1)c1ccc(S(=O)(=O)N(Cc2ccccn2)C2CCCC2)cc1	-3	i	0	1.3	-11	2	7	24	-1
CCc1ccc(-c2nc(CS(=O)CC(=O)NCCc3ccccc3)c(C)o2)cc1 (configuration not stated)	1	i	1	-1.2	0	-10	5	5	-1
COc1ccc(C(CNC(=O)c2cc(S(=O)(=O)N3CCCCC3)ccc2C)N2CCCC2)cc1 (configuration not stated)	0	i	1	0.7	-1	-12	30	-2	17
Cc1cc2c(OCC(O)CNC3CCCCC3)cccc2[nH]1 (configuration not stated)	-2	i	2	-1.4	1	-2	-3	-1	-10
Cc1c(NC(=O)c2ccc(N(Cc3ccccc3)S(C)(=O)=O)cc2)c(=O)n(-c2ccccc2)n1C	-2	i	3	1.3	2	3	9	-4	-2
CCOC(=O)c1cc(CC)sc1N1C(=O)CC(Sc2ncccc2C(=O)O)C1=O (configuration not stated)	1	i	0	2.8	-4	-4	11	-4	-2
CCN(c1ccccc1)S(=O)(=O)c1ccc(OC)c(NC(=O)c2cccs2)c1	-3	i	4	-0.7	1	-3	-4	6	17
O=c1cc(CN2CCN(c3ccccc3F)CC2)c2c(ccc3ccccc32)o1	-3	i	-4	-0.6	-2	-3	4	30	-14
C=CC[n+]1c(C)csc1Nc1cccc(Br)c1	-2	i	-4	2.0	-2	4	2	15	-10
Cc1c(C(=O)N2CCCCC2)sc(NC(=O)C2CC2)c1C#N	-2	i	2	0.6	-1	-1	15	-5	-8
CC(C)N1C(=O)S/C(=C/c2ccc(Sc3nc4ccccc4[nH]3)o2)C1=O	2	i	-5	0.3	-1	-4	-3	6	-57
O=C(CSc1cccc(C(F)(F)F)c1)Nc1ccc(Cl)cc1Cl	-2	i	-2	2.9	-6	-9	5	28	-10
COc1ccccc1NC(=O)COC(=O)c1c(NC(C)=O)sc(C)c1C	-4	i	-2	0.7	5	-1	7	12	-1
CCOC(=O)C1=C(NC#N)OC(C)=C(C)C1c1ccc(O)cc1 (configuration not stated)	-4	i	-1	-0.1	-2	2	-8	0	-1
COc1ccc(O)c(/C=N/N=C/c2cccc([N+](=O)[O-])c2)c1	2	i	2	-0.9	9	-12	2	0	7
CCCCN(C(=O)CC1CCCCC1)c1c(N)n(CC(C)C)c(=O)[nH]c1=O	4	i	-1	-0.1	-1	-10	-2	-4	14
CCOC(=O)c1c(CCl)nc2ccccc2c1-c1ccccc1	0	i	0	0.5	-107	7	3	18	4
O=C(COC(=O)COc1ccccc1)Nc1ncc([N+](=O)[O-])s1	-4	i	3	1.4	-1	6	-20	-2	-8
CCCC(=O)Nc1nc(C)c(-c2csc(Nc3ccccc3OC)n2)s1	-2	i	2	0.3	3	-15	-4	-2	-36
COc1ccc(C2CC(=O)Oc3cc(C)c(Cl)c(C)c32)cc1 (configuration not stated)	-1	i	0	1.0	2	-2	-2	27	10
CCSc1c([N+](=O)[O-])c(=O)n(-c2ccccc2)c2ccccc12	-2	i	6	1.4	1	-3	11	30	-3
COc1cc(OC)cc(-c2c(Sc3ccccc3)c3cc(-c4ccc(SC)cc4)ccc3n2C)c1	0	i	/	-0.2	5	4	4	30	-17
O=C(Nc1cccc(Cl)c1)c1ccc2ncsc2c1	-3	i	2	1.4	-2	4	15	0	1
NC(=O)c1ccc(NC(=O)CSC2=Nc3ccccc3C3CC=NN23)cc1 (configuration not stated)	-1	i	-3	/	-4	-4	4	-7	-10
CC(C)(C)NC(=O)COc1coc(CN2CCN(C(=O)c3ccco3)CC2)cc1=O	-2	i	-2	-0.9	2	1	-3	-4	4
CCCC(=O)N1N=C(c2ccccc2)CC1c1cn(C)c2ccccc12 (configuration not stated)	-3	i	4	-0.3	2	4	2	26	-17
COc1cc(NC(=O)CCNC(=O)Cn2cnc3ccccc3c2=O)cc(OC)c1OC	-6	i	0	-0.7	3	-4	-25	-6	-1
Cc1c(C(=O)NCCN(C)C)oc2ccc(S(=O)(=O)N3CCC4(CC3)OCCO4)cc12	-2	i	4	1.3	-1	-15	-3	-3	5
CN(C)CCNc1nc2sc3c(c2c(=O)n1CCc1ccccc1)CCCCC3	-1	i	-1	-2.6	-2	-1	8	60*	-2
Nn1c(SCC(=O)N2CCOCC2)nnc1-c1cccnc1	-2	i	1	-0.3	3	-4	7	-6	7
CCCN(CCC)CCNC(=O)CN1C(=O)COc2ccc(S(=O)(=O)N3CCOCC3)cc21	-6	i	3	0.0	1	3	-6	-11	2
CCOc1ccc(CCNC(=O)Nc2ccccc2C)cc1OCC	-3	i	1	0.9	0	3	-16	-5	2
CCOc1ccc(OCCC(=O)OCC(=O)Nc2ccc3c(c2)OCCO3)cc1	-1	i	0	-0.5	4	-12	7	3	4
Cc1ccnc(SCCn2c(N3CC(C)OC(C)C3)nc3c2c(=O)n(C)c(=O)n3C)n1 (configuration not stated)	-6	i	1	2.2	-1	5	-4	-4	-1
C=CCn1c(=O)c2c(nc(-n3nc(C)cc3C)n2C)n(C)c1=O	-1	i	-2	-0.1	-1	-10	2	-4	7

Bioassay records: PubChem, several laboratories
